Tau fibril ThT: inhibitors of human tau fibril formation, thioflavin T binding; P10636; recombinant tau K18 P301L, heparin-induced fibrillization, ThT fluorescence; Potency, µM (top dose mostly 57.4 µM), without a hit: at the highest dose activity, negative = inhibition, usual class: inhibitors; 2.1% of 270,000 active; further: on the % scale 0 is the no-effect control and ±100 the full control effect; nearly all actives have a fitted effect of over 55% in size
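ThT emission at 510 nm, taken 1 hr after adding 30 uM dye, quantifies aggregates formed when 20 uM heparin acts on human tau K18 P301L for 6 hr at 37 C.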
SMN2 splice up: increases expression of the SMN2 splice variant; HEK293 SMN2-luciferase splicing reporter, luminescence, 30-36 h; Potency, µM (top dose mostly 46.1 µM), without a hit: top-dose activity change, positive = activation, most hits filed as activators; 2.8% of 210,000 active; further: % of control where 0% means no effect; nearly all actives have a fitted effect of over 55% in size
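qHTS luciferase splicing reporter: luminescence rises when SMN2 exon 7 is included in transfected HEK293 cells. Compound exposure lasted 30-36 h at 37C, with 4.5 mM final sodium butyrate as control, followed by a ONE-Glo read.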
Lamin A splicing: modulators of lamin A splicing; HeLa LMNA splicing GFP/RFP minigene ratio, 48 h; Potency, µM (series often up to 46.1 µM), inactives show at the top dose ratio change, negative = inhibition, hits mostly inhibitors; 0.01% of 200,000 active; AID 1487; active means well fitted inhibition curve with a large enough effect in the signal ratio, with a control signal flat, not every such curve was filed as active; inconclusive means small, poorly fitted or top-dose-only effect, or effect the other way, or a change in a side signal; the % refers to the signal ratio; further: on the % scale 0 is the no-effect control and ±100 the full control effect
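S3 HeLa cells stably expressing lamin A-EGFP splicing minigene plus DsRed2, 600 cells/well, 48 h compound exposure at 37C. Laser-scanning cytometry; analysed as GFP (500-530 nm)/RFP (575-640 nm) total intensity ratio; 0.5% DMSO vehicle.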
RECQ1 inh: blocks DNA unwinding by human RECQ1 | P46063 | RECQ1 DNA unwinding, red fluorescence kinetic read | Potency, µM (top dose mostly 57.3 µM), without a hit: top-dose activity, negative = inhibition, hits mostly inhibitors | 0.54% of 240,000 active;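 further: plate controls were vehicle for no effect and no enzyme for full effect; nearly all actives have a fitted effect of over 30% in size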
Target sequence (P46063 whole entry, looked up): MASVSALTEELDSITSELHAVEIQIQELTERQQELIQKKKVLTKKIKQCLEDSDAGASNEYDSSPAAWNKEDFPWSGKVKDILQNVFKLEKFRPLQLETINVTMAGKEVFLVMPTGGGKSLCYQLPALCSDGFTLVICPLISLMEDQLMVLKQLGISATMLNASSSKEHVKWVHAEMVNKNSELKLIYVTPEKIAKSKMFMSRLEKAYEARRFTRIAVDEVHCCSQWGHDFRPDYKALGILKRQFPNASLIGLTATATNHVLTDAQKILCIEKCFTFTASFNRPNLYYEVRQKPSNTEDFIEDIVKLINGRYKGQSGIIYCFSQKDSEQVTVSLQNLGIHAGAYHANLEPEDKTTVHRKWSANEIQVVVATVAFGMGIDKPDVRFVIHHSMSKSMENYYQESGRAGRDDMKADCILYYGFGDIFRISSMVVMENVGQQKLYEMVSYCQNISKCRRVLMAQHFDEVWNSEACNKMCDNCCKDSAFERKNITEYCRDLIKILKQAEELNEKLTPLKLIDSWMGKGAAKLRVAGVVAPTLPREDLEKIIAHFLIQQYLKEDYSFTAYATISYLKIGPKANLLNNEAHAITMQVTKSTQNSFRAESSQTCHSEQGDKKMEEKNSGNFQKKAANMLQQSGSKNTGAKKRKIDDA
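50 nM RECQ1T1 preincubated 15 min with compound in Tris pH 8.0 buffer with MgCl2, DTT, Tween-20 and 2.5 ug/ml poly(dI-dC); started with 200 nM TAMRA/BHQ-2 forked duplex and 2 mM ATP. Unwinding read as fluorescence (525/598 nm), two reads 2 h apart.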
JMJD2E inh: inhibitors of human JMJD2E histone demethylase. B2RXH2. 1.6% of 230,000 active. Potency, µM (series often up to 57.1 µM), without a hit: at the top dose activity change, negative = inhibition, usual class: inhibitors. JMJD2E catalytic domain, FDH-coupled NADH fluorescence (FDH is formaldehyde dehydrogenase); active means well fitted inhibition curve with a large enough effect, not every such curve was filed as active; inconclusive means small, poorly fitted or top-dose-only effect, or another doubt; inactive means no such curve, though single readings can be large or run the other way;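 further: 0% = wells with enzyme and -100% = buffer wells without enzyme; nearly all actives have a fitted effect of over 50% in size; many of its hits are not listed in these tables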
Target sequence (B2RXH2 1-337 limits assumed): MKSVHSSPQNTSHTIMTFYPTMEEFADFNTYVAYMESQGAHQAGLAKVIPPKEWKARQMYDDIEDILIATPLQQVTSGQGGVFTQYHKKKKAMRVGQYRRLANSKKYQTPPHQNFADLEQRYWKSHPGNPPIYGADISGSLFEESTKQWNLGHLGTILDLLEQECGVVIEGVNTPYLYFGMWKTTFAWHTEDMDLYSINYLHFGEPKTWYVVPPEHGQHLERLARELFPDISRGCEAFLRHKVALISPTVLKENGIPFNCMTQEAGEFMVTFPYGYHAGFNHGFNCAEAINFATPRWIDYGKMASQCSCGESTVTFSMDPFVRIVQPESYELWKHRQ
ALDH1A1 inh: inhibitors of human aldehyde dehydrogenase 1A1; Potency, µM (doses to about 75.3 µM), without a hit: at the top dose activity, negative = inhibition, most hits filed as inhibitors; AID 1030; Purified ALDH1A1, NADH fluorescence, propionaldehyde substrate; P00352; 7.3% of 220,000 active; active means well fitted inhibition curve with a large enough effect, not every such curve was filed as active; inconclusive means small, poorly fitted or top-dose-only effect, or another doubt; inactive means no such curve, though single readings can be large or run the other way;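 further: plate controls were no enzyme wells and a reference inhibitor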
KinaseGlo FLuc: blocks Kinase-Glo luciferase, a counter-screen artifact; Q27757; Kinase-Glo luciferase, ATP luminescence, 8 min; Potency, µM (series often up to 38.3 µM), for the others: at the top dose activity change, negative = inhibition, hits mostly inhibitors; 0.28% of 200,000 active; AID 1379; further: on the % scale 0 is the no-effect control and ±100 the full control effect; nearly all actives have a fitted effect of over 60% in size
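Compound is pinned into ATP-containing buffer (10 uM ATP, imidazole pH 7.2, 7 mM MgCl2). Kinase-Glo luciferase reagent is then added. Light output is recorded following an 8-min room-temperature incubation.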
L3MBTL1 block: blocks human L3MBTL1. 0.66% of 230,000 active. AID 485360. Potency, µM (series often up to 57.1 µM), for the others: at the highest dose activity, negative = inhibition, most hits filed as inhibitors. AlphaScreen L3MBTL1–H3K9me1 peptide binding. Q9Y468; further: on the % scale 0 is the no-effect control and ±100 the full control effect; nearly all actives have a fitted effect of over 60% in size
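Displacement of a biotinylated histone H3(1-15) peptide monomethylated at Lys9 (75 nM) from L3MBTL1 (50 nM) was measured by AlphaScreen after a 30 min room-temperature compound incubation; cefsulodin titration served as intraplate control.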
* hit, by the source's call; i = inactive; ? = inconclusive; nt = no result given; [ ] = remark or other dose. Unless noted, the call rests on the fitted dose curve; in most records, active means well fitted curve in the direction sought with a large enough effect; inconclusive means small, poorly fitted or top-dose-only effect, or another doubt; inactive means no such curve, though single readings can be large; an effect the other way counts as inactive or inconclusive. Potency means the concentration at half of the fitted maximal effect. This is a subset; count on the stated rates, not on these rows.

SMILES	Tau fibril ThT	SMN2 splice up	Lamin A splicing	RECQ1 inh	JMJD2E inh	ALDH1A1 inh	KinaseGlo FLuc	L3MBTL1 block
CCc1nnc(SCC(=O)Nc2ccc(N3CCOCC3)cc2)o1	?	21%	-12%	i	1%	-2%	1%	nt
CCOC(=O)Cc1nnc(NC(=O)CSc2nnc3c(n2)[nH]c2ccccc23)s1	?	-57%[inhibitor]	nt	?	-1%	2%	2%	nt
O=C(NN=C1CCCCCC1)c1ccc2c(c1)OCO2	?	-1%	-2%[46 µM]	i	29%	?	-1%	8%
Cn1c(=NC(=O)CCl)sc2ccccc21	?	-80%[inhibitor]	-3%	-12%	-9%	0.71µM*	-3%	4%
O=C1CC(C(=O)Nc2ccccc2C(=O)O)C(c2ccccc2)O1 (configuration not stated)	-1%	6%	-7%	-12%	-12%	2%	0%	8%
COc1cc(CNCCc2ccccc2)cc(Br)c1OCC(=O)Nc1ccccc1C	-9%	-9%	?	i	-1%	-11%	-3%	-4%
CC(/C=C1\SC(=S)N(NC(=O)c2ccncc2)C1=O)=C\c1ccccc1	10µM*	nt	nt	-1%	-20%	nt	nt	-20%
Cc1sc(NC(=O)C2C3CCC(O3)C2C(=O)O)c(C(=O)OC(C)C)c1-c1ccc(Cl)cc1 (configuration not stated)	-4%	-11%	-1%	0%	-5%	?	-2%	-1%
O=C(CC1SC(=Nc2ccc(OC(F)F)cc2)N(CCC2=CCCCC2)C1=O)Nc1ccccc1F (configuration not stated)	12%	-9%	-7%	-18%	0%	6%	-2%	0%
O=C(CSC(=S)N1CCOCC1)N1N=CCC1c1ccccc1 (configuration not stated)	-8%	-23%	3%	-7%	5%	-4%	-4%	nt
O=C(Nc1nc(-c2ccccc2)c(-c2ccccc2)s1)c1ccc(S(=O)(=O)N2CCCCC2)cc1	?	-13%	-6%	0%	13%	-5%	0%	3%
CCSc1ccccc1C(=O)N1CCN(c2ccccc2F)CC1	-11%	3%	14%	-10%	5%	3%	-1%	0%
CCN(CC)S(=O)(=O)c1ccc(NC2c3ccccc3C(=O)N2c2ccc(C)cn2)cc1 (configuration not stated)	-13%	0%	3%	-4%	2%	18µM*	15%	3%
CN(/N=C/c1c[nH]c2ccccc12)c1cnn(-c2ccc(F)c(Cl)c2)c(=O)c1Cl	?	8%	2%	-7%	-4%	18%	-2%	nt
C=CCNC(=O)CC(=O)N/N=C/c1cccc(Br)c1	0%	-15%	8%	-3%	-2%	?	-1%	2%
CCOc1ccc(NC(=O)c2cnccn2)cc1	8%	2.5µM*	0%	-1%	-2%	-3%	-24%	0%
Cc1cc(=O)n2[nH]c(-c3ccco3)nc2n1	-5%	5%	7%	i	?	?	-14%	nt
COc1nc2ccccc2nc1OC	6%	nt	nt	-11%	7%	8%	nt	5%
CC(C)(Oc1ccc(Cl)cc1)C(=O)N/N=C/c1cn[nH]c1-c1ccccc1	-12%	-11%	8%	-2%	-3%	8.9µM*	4%	nt
COc1ccc(-c2nc(N)nc(C)c2Oc2ccccc2Br)c(O)c1	-13%	-44%[inhibitor]	?	-7%	-4%	?	0%	2%[11.4 µM]
COc1ccc(-c2noc(CN3CCN(c4ccccc4F)CC3)n2)cc1OC	-11%	1%	-10%	i	-1%	?	2%	nt
COc1cc(/C=C/C(=O)O)cc(S(=O)(=O)Nc2ccccc2SC)c1OC	2%	-2%	-15%	-5%	3%	12%	1%	1%
CC[n+]1c(/C=C(/C)SC)sc2ccccc21	-15%	nt	?	-10%	-8%	?	nt	14%
CCCC(=O)Nc1sc(C(=O)Nc2cccc(N)c2)c(C)c1C(=O)OC	?	nt	?	i	6%	0%	2%	-17%
Cc1cccnc1NC(=O)Nc1ccc(F)cc1	-7%	17%	3%	-8%	-8%	6%	-8%	-6%

Remaining list, next part.
SMILES	Tau fibril ThT	SMN2 splice up	Lamin A splicing	RECQ1 inh	JMJD2E inh	ALDH1A1 inh	KinaseGlo FLuc	L3MBTL1 block
Cc1c(C(=O)c2ccc(Cl)c(Cl)c2)cnc2cc3c(cc12)OCO3	-17%	-57%[inhibitor]	?	-3%	-4%	-7%	0%	1%
COc1ccc(-c2nc3ccc(C)cn3c2NCc2ccc3c(c2)OCO3)cc1	3%	-87%[inhibitor]	nt	14%	-4%	?	-1%	?
O=S(=O)(c1ccc(Oc2ccc(Cl)cc2)c(S(=O)(=O)N2CCCCC2)c1)N1CCCCC1	-1%	-10%	14%	-12%	11%	?	6%	-3%
CCOc1cc(CNCC2CCCN2CC)cc(Cl)c1OC (configuration not stated)	2%	1%	-10%[46 µM]	i	23%	0%	1%	9%
COc1ccc(NC(=O)c2oc3ccccc3c2NC(=O)C2CC2)cc1	-10%	-12%	11%	-12%	?	?	1%	13%
CCc1ccccc1NC(=O)CSc1nnc([C@@H](NC(=O)OC(C)(C)C)C(C)C)o1	-6%	14%	12%	0%	-3%	?	-3%	nt
C=C(C)Cn1c(SCC(=O)N/N=C/c2ccccc2)nc2ccccc2c1=O	-1%	-4%	-10%	-5%	2%	20%	5%	4%
COc1cccc(NC(=O)c2ccccc2-c2nc(-c3ccc(Cl)cc3)no2)c1	2%	-2%	?	-5%	11%	-5%	-1%	9%
CCCc1cc2c(=O)c(-c3ccc4c(c3)OCCO4)coc2cc1OC(=O)c1ccco1	-24%	?	6%	0%	-6%	?	-5%	-7%
CCC(CO)NCc1ccccc1OC(C)C (configuration not stated)	-4%	nt	?	-5%	3%	5%	-2%	13%
COc1cccc(C2c3c(oc4cc(C)c(C)cc4c3=O)C(=O)N2CCCN(C)C)c1 (configuration not stated)	-14%	24%	3%	-8%	-23%	28µM*	-4%	-2%
CC(C)OC(=S)N/C(=N\S(=O)(=O)c1ccccc1)c1ccccc1	2%	0%	-5%	i	3%	11µM*	2%	-2%
FC(F)(F)c1cccc(Nc2nc(N3CCCC3)nc(N3CCCC3)n2)c1	-8%	nt	nt	-3%	1%	4%	2%	4%
Cc1ccccc1N=C1c2cc([N+](=O)[O-])ccc2-c2ncccc21	?	-26%	10%	0%	-9%	-6%	1%	?
O=C(OCn1nnc2ccccc2c1=O)c1cccnc1Cl	-7%	13%	15%	-2%	-3%	10%	17%	nt
Cc1ccc(CNC(=O)C2CC2c2ccccc2)cc1 (configuration not stated)	6%	2%	-2%	-1%	8%	17%	5%	4%
COc1cc(NC(=O)c2ccco2)c(OC)cc1NC(=O)CCC(=O)Nc1cc(C)cc(C)c1	?	-16%	-12%	-4%	?	?	4%	5%
Cc1onc(-c2ccccc2Cl)c1C(=O)Nc1nn[nH]n1	-2%	20%	-5%	-11%	2%	11%	-7%	7%
Cc1cc(-c2csc(N)n2)c(C)n1-c1ccccc1	?	13µM*	15%	i	-28%	?	-2%	-4%
COc1ccc(CCNC(=O)CCN2C(=O)c3cccc4cccc(c34)C2=O)cc1OC	-1%	9%	-10%[46 µM]	i	-2%	5%	0%	-1%
O=C(Nc1nc2c(s1)COc1ccccc1-2)c1cccs1	?	-18%	?	-15%	?	?	0%	nt
COc1ccc(NC(=O)COc2ccc(C(=O)NC3CCCc4ccccc43)cc2OC)cc1 (configuration not stated)	21%	-23%	4%	-1%	13%	3%	1%	34%[activator]
CCOC(=O)C1=C(c2ccccc2)NC(=O)NC1c1ccc(N(C)C)cc1 (configuration not stated)	-14%	-40%[inhibitor]	?	-1%	0%	14µM*	3%	-14%
COc1ccc(NC(=O)C2CC(=O)N/C(=N/NC(=O)c3ccc(Cl)cc3)S2)cc1 (configuration not stated)	?	nt	nt	1%	?	-1%	nt	9%
C#CCOCCOCCOCCNc1nc(N2CCN(C(=O)C(Cc3ccc(O)cc3)n3cc(C(N)C(C)CC)nn3)CC2)nc(N2CCN(C(=O)C(Cc3ccc(O)cc3)n3cc(C(N)C(C)CC)nn3)CC2)n1 (configuration not stated)	-3%	nt	nt	-1%	-14%	-2%	nt	?
COc1ccc(C(CCNCc2ccccc2)c2ccc(F)cc2)cc1 (configuration not stated)	-14%	12%	1%	-5%	0%	7%	6%	-1%
Cc1ccc(N(C(=O)c2ccco2)C2C=CS(=O)(=O)C2)cc1 (configuration not stated)	4%	7%	-4%[46 µM]	-11%	1%	10%	1%	-1%

9 entries from above, arranged by SMILES length, low to high.
SMILES	Tau fibril ThT	SMN2 splice up	Lamin A splicing	RECQ1 inh	JMJD2E inh	ALDH1A1 inh	KinaseGlo FLuc	L3MBTL1 block
CCOc1cc(CNCC2CCCN2CC)cc(Cl)c1OC (configuration not stated)	2%	1%	-10%[46 µM]	i	23%	0%	1%	9%
O=C(OCn1nnc2ccccc2c1=O)c1cccnc1Cl	-7%	13%	15%	-2%	-3%	10%	17%	nt
COc1ccc(C(CCNCc2ccccc2)c2ccc(F)cc2)cc1 (configuration not stated)	-14%	12%	1%	-5%	0%	7%	6%	-1%
FC(F)(F)c1cccc(Nc2nc(N3CCCC3)nc(N3CCCC3)n2)c1	-8%	nt	nt	-3%	1%	4%	2%	4%
C=C(C)Cn1c(SCC(=O)N/N=C/c2ccccc2)nc2ccccc2c1=O	-1%	-4%	-10%	-5%	2%	20%	5%	4%
COc1ccc(NC(=O)COc2ccc(C(=O)NC3CCCc4ccccc43)cc2OC)cc1 (configuration not stated)	21%	-23%	4%	-1%	13%	3%	1%	34%[activator]
COc1cccc(C2c3c(oc4cc(C)c(C)cc4c3=O)C(=O)N2CCCN(C)C)c1 (configuration not stated)	-14%	24%	3%	-8%	-23%	28µM*	-4%	-2%
COc1cc(NC(=O)c2ccco2)c(OC)cc1NC(=O)CCC(=O)Nc1cc(C)cc(C)c1	?	-16%	-12%	-4%	?	?	4%	5%
C#CCOCCOCCOCCNc1nc(N2CCN(C(=O)C(Cc3ccc(O)cc3)n3cc(C(N)C(C)CC)nn3)CC2)nc(N2CCN(C(=O)C(Cc3ccc(O)cc3)n3cc(C(N)C(C)CC)nn3)CC2)n1 (configuration not stated)	-3%	nt	nt	-1%	-14%	-2%	nt	?
